Compound activity deposited in PubChem BioAssay by National Center for Advancing Translational Sciences (NCATS).
KAT2A inh – GCN5L2 (KAT2A) acetyltransferase inhibition; Q92830; GCN5L2 HAT assay, ThioGlo1 CoA-SH fluorescence; Potency, µM (titrated, usually from 58.9 µM), without a hit: top-dose activity change, negative = inhibition, hits mostly inhibitors; 390,000 compounds, 0.21% hits; AID 504327
Target sequence (Q92830 whole entry, looked up): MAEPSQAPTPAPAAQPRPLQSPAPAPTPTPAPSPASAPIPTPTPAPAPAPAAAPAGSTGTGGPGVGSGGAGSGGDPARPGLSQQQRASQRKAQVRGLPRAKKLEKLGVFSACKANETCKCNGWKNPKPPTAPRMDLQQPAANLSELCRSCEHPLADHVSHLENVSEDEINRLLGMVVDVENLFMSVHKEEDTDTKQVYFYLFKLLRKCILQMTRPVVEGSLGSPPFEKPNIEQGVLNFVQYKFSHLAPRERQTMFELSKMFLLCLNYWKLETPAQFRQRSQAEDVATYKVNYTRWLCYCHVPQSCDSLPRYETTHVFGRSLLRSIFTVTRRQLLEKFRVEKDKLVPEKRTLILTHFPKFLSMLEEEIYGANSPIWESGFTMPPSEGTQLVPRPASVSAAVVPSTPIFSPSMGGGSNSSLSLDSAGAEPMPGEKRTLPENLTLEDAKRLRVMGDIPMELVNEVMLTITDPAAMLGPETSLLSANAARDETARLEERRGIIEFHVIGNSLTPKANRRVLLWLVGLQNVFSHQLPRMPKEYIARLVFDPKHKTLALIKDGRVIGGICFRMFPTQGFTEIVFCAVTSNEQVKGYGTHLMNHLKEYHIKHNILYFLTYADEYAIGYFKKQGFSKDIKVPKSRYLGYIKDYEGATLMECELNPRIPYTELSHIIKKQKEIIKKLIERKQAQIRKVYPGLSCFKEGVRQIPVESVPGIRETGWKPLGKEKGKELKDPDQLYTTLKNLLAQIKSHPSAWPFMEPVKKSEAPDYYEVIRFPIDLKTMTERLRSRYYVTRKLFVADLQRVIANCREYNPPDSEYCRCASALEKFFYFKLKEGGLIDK
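Enzyme at 20nM final was mixed with library compounds for 15 min at room temperature. Peptide H3(1-25) at 75uM, acetyl-CoA at 70uM and ThioGlo1 at 50uM were then added. Plates were read immediately and after 20 min (Ex340nm/Em540nm).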
TDP1 cell noCPT – qHTS for Inhibitors of human tyrosyl-DNA phosphodiesterase 1 (TDP1): qHTS in cells in absence of CPT; DT40 Tdp1-/- hTDP1 cells, no CPT, ATP luminescence, 48 h; Potency, µM (top dose mostly 46.2 µM), for inactives: at the highest dose activity change, negative = growth inhibition, usual class: inhibitors; 420,000 compounds, 15% hits; note: nearly all actives have a fitted effect of over 55% in size
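Chicken DT40 Tdp1-/- cells stably complemented with human TDP1 were seeded at 400 cells/well with DMSO in place of 20 nM camptothecin. After compound pinning, cells grew at least 48 hr at 37 °C; viability read by CellTiter-Glo luminescence.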
TDP1 cell CPT – DT40-hTDP1 cell growth loss with CPT | chicken DT40 Tdp1-/-;hTDP1 cells + 20 nM CPT, ATP luminescence, 48 h | Potency, µM (top dose mostly 46.2 µM), for the others: at the highest dose activity change, negative = growth inhibition, actives largely listed as inhibitors | 420,000 compounds, 12% hits | AID 686979; note: nearly all actives have a fitted effect of over 55% in size
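Cell growth measured by CellTiter-Glo luminescence after a minimum 48 h, 37 C compound exposure with 20 nM CPT in Tdp1-knockout DT40 cells stably expressing hTDP1, seeded 400/well; qHTS titration format.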
An asterisk follows results filed as active; ? = inconclusive; · = no result given; [ ] = remark or other dose. Calls come from the whole dose curve; as a rule, active = well fitted curve in the direction sought with a large enough effect; inconclusive = small, poorly fitted or top-dose-only effect, or another doubt; inactive = no such curve, though single readings can be large; an effect the other way counts as inactive or inconclusive. % is set by controls: 0 for no effect and ±100 for the full control effect; potency is the fitted concentration of half-maximal effect. These rows are one share of the data; count on the stated rates, not on these rows.

Value order – KAT2A inh, TDP1 cell noCPT, TDP1 cell CPT
O=C(C1CC1c1ccccc1)N1CCOCC1 (centres undefined)
→ -1%, -11%, 11%
CCOC(=O)CSc1nc2ccccc2n2cnnc12
→ -4%, -2%, 2%
O=C(COc1ccccc1)N1CCN(S(=O)(=O)c2cccs2)CC1
→ 1%, -19%, -16%
CN(C)S(=O)(=O)c1cccc(COC(=O)CN2C(=O)NC3(CCCC3)C2=O)c1
→ -1%, 1%, -16%
CCOC(=O)Nc1ccc2c(c1)C(=NO)c1ccccc1-2
→ ·, 21µM*, 18µM*
O=C(Cn1c(=O)c2cccn2c2ccccc21)NCCCN1CCCCC1
→ -4%, 25%, -2%
COc1cc2[nH]c(=O)n(CCCCCC(=O)NCCCN3CCCC3=O)c(=O)c2cc1OC
→ -14%, -2%, -6%
Cc1ccc(OC(=O)c2cccc(C(=O)Oc3ccc(C)cc3)n2)cc1
→ ?, 6%, -18%
NC(=O)CC(NC(=O)Cc1ccc(Cl)cc1)c1ccc(NCCN2CCOCC2)c([N+](=O)[O-])c1 (centres undefined)
→ -18%, 2%, -11%
CC(Sc1nc(-c2ccccc2)nc2c1COC(C)(C)C2)C(=O)N1CCOCC1 (centres undefined)
→ 38%[activator], 9%, -30%
CN1CCN(/C=C(\C#N)S(=O)(=O)c2ccc(Cl)cc2)CC1
→ -4%, -5%, 6%
Cn1c(-c2cccc(Br)c2)n[nH]c1=O
→ 17%, -7%, -12%
Cc1ccc(NC(=O)CC2Nc3cc(C)c(C)cc3NC2=O)c(C)c1 (centres undefined)
→ -2%, ?, ?
O=C(CN1CCCCC1)Nc1ccc(NC(=O)c2ccccc2Cl)cc1Cl
→ -4%, ?, -18%
O=C(Cn1nc(-c2ccc(Cl)cc2)ccc1=O)NCC1CCCO1 (centres undefined)
→ -1%, -6%, 1%
COc1ccc(CCn2c(=S)[nH]c(=O)c3nccnc32)cc1OC
→ ·, 3.2µM*, 6.3µM*
Cc1ccc(S(=O)(=O)N2[C@@H](c3cccc(Cl)c3)C(C(=O)O)=CC[C@H]2c2ccc3c(c2)OCO3)cc1
→ -5%, -16%, -8%
CCCCNC(=O)CN1C(=O)c2cccnc2Sc2ccccc21
→ 8%, ?, -12%
CNC(=O)COc1ccc(NC(=O)c2ccc(-c3nn(C)c(=O)c4ccccc34)cc2)cc1
→ -4%, ?, ?
CCN(Cc1ccccc1)S(=O)(=O)c1ccc(C(=O)Nc2nnc(C3CC3)o2)cc1
→ -11%, 16µM*, ?
Oc1ccc2ccccc2c1C=Nc1ccccc1
→ 0%, -15%, 1%
O=c1c(=O)n(-c2ccccc2)ccn1Cc1cccc(C(F)(F)F)c1
→ 1%, ?, ?
CN(CC(=O)NC1CCCc2ccccc21)S(=O)(=O)c1cccs1 (centres undefined)
→ -8%, -37%, ?
O=C(O)c1cc(NC(=O)c2ccc(Cl)c([N+](=O)[O-])c2)cc(C(=O)O)c1
→ -4%, -16%, 26%
CCOc1ccc(C(=O)NCCc2sc(-c3ccc(C)cc3)nc2C)cc1
→ -7%, ?, 23µM*
CN(C(=O)COC(=O)c1ccc(C#N)cc1)c1ccccc1
→ 0%, -3%, -7%
COc1cc(C(=O)NCCCCCCNC(=O)c2cc(OC)c(OC)c(OC)c2)cc(OC)c1OC
→ -3%, 1%, 11%
C[C@H](CO)N1C[C@H](C)[C@@H](CN(C)S(C)(=O)=O)Oc2ccc(N(C)C)cc2C1=O
→ -3%, 0%, 7%
Cc1ccc(C)c(NC(=S)N(Cc2cccc(Br)c2)CC2CCC(C(=O)O)CC2)c1 (centres undefined)
→ -10%, -3%, -12%
COc1ccc(OC)c(C2C(C(=O)c3ccco3)=C(O)C(=O)N2Cc2cccnc2)c1 (centres undefined)
→ -4%, 13%, 17%
O=S(=O)(c1cccc(-c2cn3cccnc3n2)c1)N1CCOCC1
→ -16%, -10%, -18%
O=[N+]([O-])c1ccc(NCCCN2CCOCC2)c(Cl)c1
→ -3%, ?, -18%
Cc1ccc2nc(-c3ccccc3)c(CC(=O)O)c(C(=O)O)c2c1
→ -1%, -5%, -3%
Cc1ccc(CNC(=O)CC(C)S(=O)(=O)c2ccc3c(c2)NC(=O)CS3)o1 (centres undefined)
→ -23%, ?, -33%
Cc1cc(C(=O)NCCCN2CCCC2=O)cs1
→ -25%, -7%, -3%
Cn1cc(C(=O)NCCO)c(=O)c2ccccc21
→ 0%, 2%, -8%
Cc1ccc(CNS(=O)(=O)c2ccc3c(c2)n(C)c(=O)n3C)cc1
→ ?, ?, ?
CNC(=O)c1c(NC(=O)c2cccc(C)c2)sc2c1CCC2
→ -8%, ?, ?
O=C(CCCSc1nc2ccccc2[nH]1)N1CCN(c2ccc([N+](=O)[O-])cc2)CC1
→ 1%, 8.2µM*, 10µM*
CCN(CC(=O)NC1CCS(=O)(=O)C1)c1ccc(S(C)(=O)=O)cc1[N+](=O)[O-] (centres undefined)
→ 0%, 0%, -4%
CCOC(=O)N1CCN(c2c(NCc3ccccc3Cl)c(=O)c2=O)CC1
→ -9%, 29µM*, 18µM*
Cc1ccc(NC(=O)CNC(=O)c2ccco2)cc1
→ -20%, 9%, 2%
CC(C)CCNC(=O)C1CC(c2cccc([N+](=O)[O-])c2)=NO1 (centres undefined)
→ -3%, -11%, -17%
Cc1cccc(C(=O)NCc2nc3ccccc3n2Cc2ccccc2Cl)c1
→ -6%, ?, ?
COc1ccc(C2CC(c3ccc(OC)cc3O)=NN2C(=O)c2ccccc2)cc1 (centres undefined)
→ 1%, 21µM*, 21µM*
CCOC(=O)c1nn(-c2ccc(F)cc2)c2nc(Nc3ccccc3)cc(=O)n12
→ -1%, -20%, 6%
CCOC(=O)C1=C(N)Oc2cc(O)ccc2C1c1ccccc1 (centres undefined)
→ -15%, ?, ?
Cc1ccc(NC(=O)NC(=O)COc2ccccc2C(N)=O)c(C)c1
→ 0%, 22%, 9%
CCOC(=O)CC(NC(=O)CCc1c(C)nc2nc(C)nn2c1C)c1ccc(OC(C)C)cc1 (centres undefined)
→ -6%, -1%, -10%
O=C(Cc1ccccc1)N1CCCC(c2nc(-c3ccc(S(=O)(=O)N4CCCC4)cc3)no2)C1 (centres undefined)
→ -1%, ?, ?
COc1ccc(-c2[nH]ncc2CNC(C)c2cn(C)nc2C)c(F)c1 (centres undefined)
→ -5%, -4%, -9%
CCOc1ccc(NC(=O)CSc2nc3ccsc3c(=O)n2CCC(C)C)cc1
→ -4%, ?, ?
Cc1c(Br)c(O)c(Br)c(O)c1/C=N/n1c(-c2ccccc2)n[nH]c1=S
→ -5%, -17%, 8%
O=C(NCc1ccc(F)cc1)c1ccc(NC(=O)C2CCCO2)cc1 (centres undefined)
→ -3%, -19%, 13%
CC(=O)Nc1ccccc1-c1nc(CNC(=O)c2cccc(F)c2)c(C)o1
→ ·, -2%, 8%
COC(=O)C1C=CC(OC2OC(COC(C)=O)C(OC(C)=O)C(OC(C)=O)C2OC(C)=O)n2c(=O)n(-c3ccccc3)c(=O)n21 (centres undefined)
→ ·, 0.82µM*, 0.73µM*
COC(CN(C)C(=O)c1ccc2c(c1)NC(=O)c1ccccc1S2)OC
→ 1%, -13%, -3%
CC1=CCC2C(=O)N(C(C)c3ccccc3)C(=O)C2C1 (centres undefined)
→ -7%, -2%, -2%
CCOc1ccc(NC(=O)c2ccccc2NS(C)(=O)=O)cc1
→ 0%, 18µM*, ?
O=C(CN1C2CCCC1CC(NC(=O)c1ccccc1)C2)Nc1ccccc1C(F)(F)F (centres undefined)
→ -10%, 16µM*, ?

Next part.
Value order – KAT2A inh, TDP1 cell noCPT, TDP1 cell CPT
CN1/C(=C\C(=O)COC(=O)CN2C(=O)C3CC=CCC3C2=O)C(C)(C)c2ccccc21 (centres undefined)
→ -18%, 18µM*, ?
O=C(Cc1cccs1)N/N=C/C=C/c1ccccc1[N+](=O)[O-]
→ -6%, -4%, 2%
CCc1ccc(NC(=O)CNS(=O)(=O)c2c(C)noc2C)cc1
→ -10%, ?, -7%
O=C1c2ccsc2SCCN1Cc1ccccc1
→ -4%, 4%, 0%
Cc1ccc(NC(=S)NC(NC(=O)C(C)(C)C)C(Cl)(Cl)Cl)c(C)c1 (centres undefined)
→ -2%, ?, ?
O=C(OCC(=O)N1CCN(C(=O)c2ccco2)CC1)c1ccc(Cl)cc1
→ 2%, 19%, -8%
O=C(NC1=NCCS1)c1ccc(F)c(S(=O)(=O)N2CCOCC2)c1
→ 1%, -4%, -5%
O=C(c1ccc(=O)[nH]c1)N1CCCc2ccccc21
→ -18%, 10%, -9%
Cc1ccc(Cl)cc1Nc1nn2c(=O)c3ccc(C(=O)Nc4ccc(F)cc4)cc3nc2s1
→ 0%, 2.3µM*, 3.7µM*
O=C(O)c1ccc(COc2ccccc2C=C2C(=O)c3ccccc3C2=O)cc1
→ -7%, -1%, -3%
CCC1CCCCN1C(=O)COC(=O)c1cc(Br)ccc1Cl (centres undefined)
→ 1%, ?, -6%
COC(=O)C[C@H]1C[C@H]2c3cc(NC(=O)CC4CC4)ccc3O[C@H]2[C@H](CO)O1
→ ·, 16%, 35%[activator]
CC1CN(S(=O)(=O)c2ccc3c(c2)NC(=O)CC(=O)N3)c2ccccc2O1 (centres undefined)
→ -5%, ?, -28%
COc1cccc(CNS(=O)(=O)c2cnc(N)nc2)c1
→ 2%, -2%, -1%
CCCCN(CC)C(=O)c1nn(C)c2c1CSc1ccccc1-2
→ -18%, 23µM*, ?
CC(C)(C#N)N([O-])C=C[N+](=O)C(C)(C)C#N
→ -2%, 0%, -27%
CCCC(=O)N(C)c1ccc(/C=C2\C=Cc3ccccc32)cc1
→ ·, 2.2µM*, 3.2µM*
COc1ccc2[nH]c(=O)c(C3c4cc(OC)c(OC)cc4CCN3C(=O)c3ccco3)cc2c1 (centres undefined)
→ -5%, -29%, ?
Cc1ccc(C(=O)CSc2nc(C)cc(SCc3nnc(-c4ccccc4)o3)n2)cc1
→ -6%, -28%, -19%
O=C(NC(=S)Nc1ccc(Cl)cn1)c1cc([N+](=O)[O-])ccc1N1CCOCC1
→ -28%, 4%, -3%
CC(=O)c1ccc(NC(=O)COCc2cc(-c3ccco3)on2)cc1
→ -6%, ?, ?
COc1ccc(C(=O)CCC(=O)Nc2ccc(OC)c(Cl)c2)cc1
→ 2%, -21%, 12%
COc1cccc2sc(Nc3nc(-c4ccncc4)cs3)nc12
→ -10%, 2.9µM*, 4.6µM*
Cc1oc2ccc(O)c(CN3CCN(C)CC3)c2c1C(=O)Nc1ccc(C(C)C)cc1
→ -6%, 21µM*, 16µM*
COc1cccc(CN2CCN(Cc3nc4c(s3)CCCC4)CC2CCO)c1 (centres undefined)
→ -9%, ?, -27%
Cc1cc(C)cc(OCCCn2ccnc2)c1
→ -10%, -9%, -11%
O=C(NC1CCCCC1)c1cc(C2CC2)on1
→ 1%, 15%, 9%
Cc1sc2nc3ccc(N4CCCC4)nn3c(=O)c2c1C
→ -12%, ?, ?
CCC(C)(C)NC(=O)Cc1ccc(C)cc1
→ 33%[activator], 0%, 2%
COc1ccc(P(=O)(COc2ccc([N+](=O)[O-])cc2)c2ccc(OC)cc2)cc1
→ -1%, ?, ?
CCC(=O)N1CCc2cc(S(=O)(=O)NC(C(=O)Nc3ccc(C(C)=O)cc3)C(C)C)ccc21 (centres undefined)
→ -6%, ?, ?
CN=CC1=C(O)CC(C)(C)CC1=O
→ -3%, -9%, -7%
COC(=O)[C@@]12C[C@@H](CC(=O)NCC34CC5CC(CC(C5)C3)C4)C(=O)N(Cc3ccc4c(c3)OCO4)C1=CCC(C)(C)C2
→ ·, ?, ?
CCN1CCN(S(=O)(=O)c2ccc(Cl)c(C(=O)N(C)Cc3cccc(Cl)c3Cl)c2)CC1
→ 0%, 21µM*, 16µM*
O=C(Cc1c(Cl)cccc1Cl)OCC(=O)N1CCOCC1
→ -3%, 4%, 6%
